# p97 ATPase inh: inhibitors of human p97 ATPase | recombinant p97 ATPase, Kinase-Glo ATP luminescence, 3 h | inhibition, % at 8 µM | hit rate 0.42% among 220,000; in the data active means inhibition above about 15%;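 further: 0% = DMSO vehicle and 100% = wells lacking enzyme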
# Target sequence (P55072 whole entry, looked up): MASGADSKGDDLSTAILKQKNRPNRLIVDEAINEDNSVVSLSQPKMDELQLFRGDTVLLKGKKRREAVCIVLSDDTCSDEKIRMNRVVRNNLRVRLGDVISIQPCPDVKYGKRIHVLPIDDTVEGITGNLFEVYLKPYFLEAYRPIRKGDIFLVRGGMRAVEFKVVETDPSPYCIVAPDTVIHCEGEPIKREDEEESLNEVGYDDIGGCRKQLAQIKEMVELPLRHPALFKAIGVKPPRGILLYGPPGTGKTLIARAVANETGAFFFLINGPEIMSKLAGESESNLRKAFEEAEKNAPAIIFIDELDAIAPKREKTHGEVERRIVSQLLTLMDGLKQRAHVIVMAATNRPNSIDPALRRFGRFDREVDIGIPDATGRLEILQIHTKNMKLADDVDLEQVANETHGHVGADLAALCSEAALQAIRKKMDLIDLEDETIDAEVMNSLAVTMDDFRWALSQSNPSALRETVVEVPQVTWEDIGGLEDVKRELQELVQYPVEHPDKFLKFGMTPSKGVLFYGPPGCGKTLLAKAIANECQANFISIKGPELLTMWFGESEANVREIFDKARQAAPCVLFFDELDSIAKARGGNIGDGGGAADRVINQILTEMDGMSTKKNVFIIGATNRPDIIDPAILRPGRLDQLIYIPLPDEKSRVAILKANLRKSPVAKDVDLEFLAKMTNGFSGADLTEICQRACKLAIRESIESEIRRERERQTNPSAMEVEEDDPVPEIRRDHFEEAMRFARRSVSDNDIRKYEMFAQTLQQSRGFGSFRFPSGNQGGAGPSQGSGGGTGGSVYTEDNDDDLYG
# thrombin 1536: blocks human thrombin protease activity. alpha-thrombin, Boc-VPR-AMC fluorogenic substrate cleavage. inhibition, % at 5 µM. hit rate 0.26% among 220,000. P00734;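 active means inhibition at or above 40%; inactive means inhibition below 40%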;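 further: 0% = enzyme with no compound and 100% = wells without enzyme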
#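 System: Human alpha-thrombin protein | Medium: pH 7.5 Tris (50 mM) with NaCl 150 mM, Tween 20 0.05% | Times: Enzyme reaction carried out at room temperature | Detection: AMC fluorescence, 355/460 nm | Evaluation: Percent inhibition scaled between no-compound controls and no-enzyme blanks | Benchmarks: Enzyme without compound as high, wells lacking enzyme as low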
# FXIa inh 1536: blocks human coagulation factor XIa protease activity; P03951; purified FXIa, Boc-Glu-Ala-Arg-AMC fluorogenic substrate; inhibition, % at 5 µM; hit rate 0.14% among 220,000; AID 798;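 active means inhibition of at least 40%; inactive means inhibition below 40%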;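 further: fluorescence of freed AMC excited at 355 nm; 0% = enzyme without compound and 100% = no enzyme blank; many of its hits are not listed in these tables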
# FXIIa inh: factor XIIa (human) inhibition | P00748 | purified FXIIa, Boc-QGR-AMC fluorogenic substrate, 2 h | inhibition, % at 5 µM | hit rate 0.3% among 220,000 | AID 800; in the data active means inhibition above about 40%;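 further: 0% = enzyme with no compound and 100% = blank without enzyme; many of its hits are not listed in these tables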
# Furin inhibitor: inhibitors of human furin. purified furin, fluorogenic substrate cleavage. inhibition, % at 30 µM. hit rate 0.061% among 220,000. AID 463115; in the data active means inhibition above about 25%; further: inactives centre near -15
# PERK inhibitor: blocks human PERK kinase | inhibition, % at 5.6 µM | Q9NZJ5 | CHO PERK-DD fusion, SEAP luminescence translation reporter | hit rate 0.17% among 220,000;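 active means inhibition above the mean inhibition of all tested compounds plus 3 SD, set separately per screening campaign, cut at about 2.9% in these data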;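 further: PERK kinase domain activated by AP20187 dimerizer at 100 nM; 0% = DMSO with dimerizer and 100% = rapamycin at 8.4 µM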
# Cl transport mod: modulators of human KCC2 chloride dependent transport; KCC2 cells, thallium flux FluoZin-2 fluorescence; B-score of Tl+ flux slope (higher = more flux/activation; lower = inhibition) at 10 µM; hit rate 2.2% among 190,000; AID 1456;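 active means thallium flux slope and its plate-corrected score both differing from the plate sample mean at a set confidence after two filtering rounds, in either direction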;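 further: slope of fluorescence scaled to starting intensity during 10 to 20 s after thallium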
# Wee1 degr inh: inhibitors of human Wee1 degradation; P30291; HeLa Luc-Wee1K328M stability, luciferase luminescence; 100% = proteasome inhibitor MG132 effect; reporter increase, % at 5 µM; hit rate 1.2% among 220,000; AID 1321;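 active means activation above the mean of all tested compounds plus 3 SD, set per screening run, cut at about 8.8% in these data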;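 further: cells exposed to compound for 20 h before luminescence read; 0% = DMSO alone and 100% = MG132 at 30 µM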
# KLK5 inh: kallikrein 5 (human) inhibition. Q9Y337. recombinant hK5, fluorogenic AMC substrate cleavage. inhibition, % at 5 µM. hit rate 0.59% among 210,000. AID 873;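 active means inhibition of 40% or more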;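 further: 0% = enzyme controls without compound and 100% = no-enzyme blanks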
# Target sequence (Q9Y337 67-293 limits assumed): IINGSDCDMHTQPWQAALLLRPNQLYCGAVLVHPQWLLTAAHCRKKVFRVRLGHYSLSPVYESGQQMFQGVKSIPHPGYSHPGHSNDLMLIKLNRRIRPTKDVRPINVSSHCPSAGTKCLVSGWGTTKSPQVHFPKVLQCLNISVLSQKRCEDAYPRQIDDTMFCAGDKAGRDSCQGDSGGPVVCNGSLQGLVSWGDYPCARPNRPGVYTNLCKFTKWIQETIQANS
# Starred values were filed as active, the others as inactive; . = no result given; [ ] = another dose, or the depositor's remark.
canonical_smiles,p97 ATPase inh,thrombin 1536,FXIa inh 1536,FXIIa inh,Furin inhibitor,PERK inhibitor,Cl transport mod,Wee1 degr inh,KLK5 inh
Cc1ccc2cc(C(c3nnnn3C3CCCC3)N3CCN(c4ccccc4)CC3)c(=O)[nH]c2c1 (stereo unspecified),1,-7,-4,9,-5,-0.9,.,-1,-2
CCOc1ccc(C2CC(c3ccc(CC)cc3)Nc3nc(N)nn32)cc1 (stereo unspecified),-7,-3,1,23,-14,-0.8,1.9,0,2
Cc1cnc(C(=O)Nc2ccccc2F)cn1,-6,1,-3,8,-11[20 µM],0.5,0.94,-3,-5
CCn1c(-c2nn(C)cc2Cl)n[nH]c1=S,0,-9,4,16,-14,0.4,0.54,0,-17
Cc1nnsc1SCCNC(=O)c1ccc(F)cc1,2,-1,-6,10,-19[20 µM],-0.2,.,2,-19
Cc1ccc(N2CCN(C(=O)c3cccc([N+](=O)[O-])c3)CC2)cc1Cl,-2,1,2,10,-17,0.6,-0.22,-1,2
CC(C)N(C(=O)CN(C#N)c1nc(N(C)C)nc(N(C)C)n1)c1ccccc1,2,-2,-8,6,-12,1.4,.,3,-1
CCCOC(=O)CSc1nc(N)c(C#N)c(-c2ccco2)c1C#N,1,4,6,14,-16[20 µM],-0.7,0.28,3,-8
CCOC(=O)CSc1nc2sc3c(c2c(=O)[nH]1)CCCC3,-7,1,9,13,-20,0.7,-0.3,-1,7
CCOc1cc(OCC)cc(C(=O)Nc2cccc(C(C)=O)c2)c1,0,-1,2,11,-12,-0.6,-0.42,0,-12
Cc1cc(Oc2ccccc2)nc(-c2ccccc2)n1,-2,6,3,16,-16[20 µM],-0.5,-0.21,-4,-14
CC1=C/C(=N\OS(=O)(=O)c2ccccc2)C=CC1=O,-1,-4,1,10,-14[20 µM],-1.7,0.057,-2,-11
CCSc1nc2c(sc3nc(C)cc(C)c32)c(=O)[nH]1,0,-11,-5,-14,-17[20 µM],0.8,.,-1,-37
CC(c1nccs1)N(C)C(=O)CCc1nnc(CCc2ccccc2)o1 (stereo unspecified),3,-9,-7,4,-10,0.4,-2.1,7,-7
CN1CCN(CCCNC(=O)c2ccc(/C=C3\Sc4ccccc4N(Cc4ccccc4F)C3=O)cc2)CC1,1,3,-3,13,-1,0.3,0.56,5,-20
CCn1c(CNC(=O)c2ccco2)nnc1SCC(=O)Nc1cccc(F)c1,6,-2,-3,7,-18,0.6,0.87,-1,0
CCOc1cccc(/C=C2/NC(=O)N(CC(=O)Nc3cccc(C)c3)C2=O)c1O,-3,-1,0,8,-15,0.4,0.14,4,25
O=C(Nc1ccc2c(c1)OCO2)N1CCN(c2cccc(C(F)(F)F)c2)CC1,-4,-6,20,17,-4[20 µM],0.2,-1.3,-1,-16
Cc1ccc(C)c(N(Cc2cc3ccc(C)cc3[nH]c2=O)C(=O)c2ccco2)c1,3,-5,2,3,0,-1.1,-0.61,4,-3
N#C/C(C(=O)NCc1ccco1)=C1/SC=C(c2ccccc2)N1c1ccccc1,1,-1,12,13,-19,-0.5,-0.14,1,8
CC1CCc2c(sc3ncn(N)c(=N)c23)C1 (stereo unspecified),8,-4,0,-3,-11,-0.7,-0.52,7,-2
CCN1CCS/C1=C/C=C/C1=[N+](CC)CCS1,3,-4,9,16,38*,1.8,0.45,-1,-12
CN(Cc1nc(Cc2ccccc2F)no1)Cc1cccc2ncccc12,-7,-10,5,12,0,0.1,-1.2,5,3
Nc1nc(NC(=O)c2ccco2)nn1-c1ccccc1,-5,3,5,10,-15,0.2,0.95,0,-6
Cc1c(Br)c(C(F)(F)F)nn1CC(=O)N1CCCC1,8,3,0,2,-19[20 µM],1.7,-0.37,1,5
Cc1cc(C)cc(C(=O)N2CC(C)OC(C)C2)c1 (stereo unspecified),1,-18,-5,-8,-10[20 µM],0.3,0.085,1,-2
O=[N+]([O-])c1ccccc1NC(=S)N/N=C/c1ccc(O)c(O)c1,19*,2,4,12,-3,0.9,.,1,16
O=C(COC(=O)c1ccccc1Oc1ccccc1)NC1CCS(=O)(=O)C1 (stereo unspecified),-1,-5,-6,1,-26[20 µM],0.2,0.87,2,-6
COc1cc(N=CC2=C(O)c3ccccc3C2=O)cc(OC)c1,-2,-7,1,5,-23,-1.1,0.17,0,-31
CC1CN(S(=O)(=O)c2ccc(C(=O)Nc3nnc(-c4ccco4)o3)cc2)CC(C)O1 (stereo unspecified),7,-4,3,11,-20,0.2,0.6,2,2
Cc1ccc(NC(=O)CSc2nc3ccccc3c(=O)n2CCCC(=O)NCCCN2CCOCC2)cc1,-6,1,-6,2,-10,-1.4,0.088,-4,-14
CC1=CCn2c(=O)c3ccccc3c(=O)n2C1,7,-4,-7,3,-22,0.2,2.3,-3,-15
O=C(Nc1ccsc1C(=O)NC1CCCCC1)c1ccccc1,1,-10,3,10,-17[20 µM],0.7,.,-2,-10
O=C(COc1ccc(Cl)cc1Cl)Nc1ccc(S(=O)(=O)NC2=NCCCCC2)cc1,-1,-3,5,9,-17,0.1,-0.23,3,16
FC(F)(F)c1ccc(CN2C[C@@H]3C(c4ccc(C(F)(F)F)cc4)C4(c5cccnc5)CC3(C4)[C@H]2c2ccccc2)cc1 (stereo partly specified),.,-2,0,7,-29,.,0.89,.,2
c1cncc(-c2nc3ccccc3o2)c1,4,0,-8,-8,-8,0.2,.,-1,-13
O=C(NC1CCCC1)C(c1ccncc1)N(Cc1ccccc1)C(=O)Cc1cccs1 (stereo unspecified),-4,-1,-8,-6,-19[20 µM],-0.8,-0.0013,-2,14
COc1cccc(NC(=O)COC(=O)c2c(F)cccc2Cl)c1,-2,-4,2,8,-13,0.7,-0.22,2,5
COCCn1cnc2cc(C)c(C)cc21,-4,-2,-4,-2,-25,-0.8,0.093,0,1
CCOC(=O)CNC(=O)C(Cc1ccccc1)NS(=O)(=O)c1ccc2c(c1)CCC(=O)N2 (stereo unspecified),1,.,.,.,-32[20 µM],1.0,1.2,1,.
CCCSc1ccc(C(=O)Nc2ccc(Cl)cc2)cn1,-1,1,-6,-2,-19,0.6,1.7,-1,-22
CCc1ccccc1-n1c(SCC(=O)N2CCCC2)nnc1-c1ccccn1,1,4,17,13,-27[20 µM],-0.1,0.013,0,-26
COc1ccccc1N(O)C1CC(=O)N(c2ccc(Br)cc2)C1=O (stereo unspecified),3,-9,-2,0,-13,0.6,-0.54,-2,-4
O=C(CCNC(=O)Cn1cnc2ccccc2c1=O)NCC1CCCO1 (stereo unspecified),5,-7,-5,3,-16,0.6,.,-1,-2
COc1cc(/C=N/N(C)C)ccc1OC(=O)c1ccco1,-4,-4,0,13,-21,0.2,0.26,3,-4
CC1=C(C(=O)OCc2ccc3c(c2)OCO3)C(c2cccc([N+](=O)[O-])c2)NC(=O)N1 (stereo unspecified),0,-5,3,3,-16,0.3,0.14,3,-1
CCOC(=O)c1c(C)[nH]c(C)c1C(=O)COC(=O)[C@@H](NC(=O)c1ccccc1OCC)C(C)C,-5,-2,-15,9,-5[20 µM],-1.8,-1.4,-2,-27
CCN1CCN(CCCN(Cc2ccco2)C(=S)Nc2cccc(Cl)c2C)CC1,7,-2,-2,5,-7,0.8,2.1,2,0
O=C1C(NS(=O)(=O)c2cccs2)=C(N2CCN(c3cccc(Cl)c3)CC2)C(=O)c2ccccc21,3,5,5,18,-22[20 µM],-0.7,-0.27,-1,9
CCCCCNC(=O)c1ccccc1SC,3,-2,3,13,-16[20 µM],0.0,0.29,1,-2
C/C(=N/NC(=O)c1ccco1)c1cccc(NC(=O)c2ccc(C)s2)c1,-1,4,22,29,-18,0.1,-2.4,1,-18
CCOC(=O)c1c(C)[nH]c(C(=O)COC(=O)COc2ccccc2C)c1C,-3,-5,2,7,0,0.1,0.2,-4,-3
CCCNC(=O)CCc1c(C)nc2nc(C)nn2c1C,9,1,-1,9,-34,1.2,0.12,-1,1
COc1ccc(C(=O)CSc2n[nH]c(=O)[nH]c2=O)cc1,-1,-2,-4,9,-23,0.9,1.1,-2,3
S=c1[nH]nc(-c2ccc3ccccc3n2)n1-c1ccc2ncccc2c1,2,2,5,15,-2,0.0,0.059,3,-33
CC(C)(C)NC(=S)NCC1CC1,9,-4,0,5,-14,-0.6,-0.012,-1,5
CCn1c(=N)c(C(=O)NCCCOC)cc2c(=O)n3cccc(C)c3nc21,-5,-26,-27,-65,-143,-0.5,-0.0025,-1,-143
Cc1ccc(S(=O)(=O)N(C)C)cc1NC(=O)COC(=O)COc1ccccc1[N+](=O)[O-],-5,4,-2,5,-15,-1.4,-1.8,0,-5
CCn1c(/C=C/c2c[nH]c3ccccc23)nc2ccccc2c1=O,-1,-5,11,10,-15,0.4,-1,3,6
O=C(Cc1ccc([N+](=O)[O-])cc1)N1CCN=C1SCc1ccccc1,1,-3,4,7,-17,0.4,-0.95,-2,-6

# Next section.
canonical_smiles,p97 ATPase inh,thrombin 1536,FXIa inh 1536,FXIIa inh,Furin inhibitor,PERK inhibitor,Cl transport mod,Wee1 degr inh,KLK5 inh
Cc1onc(-c2c(Cl)cccc2Cl)c1C(=O)NCCCN1CCOCC1,3,-6,-9,-2,11[20 µM],0.1,0.36,7,-3
COc1ccc(OCC(=O)Nc2ccc(N3CCOCC3)c(Cl)c2)cc1,-8,-8,1,-4,-4[20 µM],0.4,0.48,-1,-6
O=C(C1CCN(S(=O)(=O)c2cccc3cccnc23)CC1)N1CCN(C2CCCC2)CC1,5,4,3,12,-13,0.6,0.88,8,-14
N#C/C(=N\Nc1ccc(F)cc1)C(=N)N1CCCCC1,0,0,-5,7,-19[20 µM],-0.2,-1.1,6,-4
O=C(/C=C/c1cn(-c2ccccc2)nc1-c1cccnc1)NCCN1CCOCC1,2,-18,-8,3,-31,0.2,-0.23,0,-3
Nc1[nH]nc2ncc3cc4ccccc4nc3c12,8,-5,-1,3,-16,0.4,1.8,-2,-1
Brc1ccc(CNc2nc3ccccc3n2CCN2CCCCC2)cc1,-2,-6,8,8,-15,-1.6,-1.1,-4,0
CC(=O)NC1=NC(=O)/C(=C/c2cc(C)n(-c3ccc(NC(C)=O)cc3)c2C)S1,-1,-1,-1,1,4,-0.6,-1.6,1,-11
N#C/C(=C/Nc1ccccc1C(=O)O)C(N)=O,8,-4,0,2,-2,1.6,-0.37,1,1
CCc1nnc(NC(=O)CSc2nnnn2-c2cccc(C(C)=O)c2)s1,4,-9,-2,3,-13,1.0,-0.46,1,-2
CCOC(=O)CSc1nc(N)c(C#N)c(-c2ccc(OCC)cc2)c1C#N,0,4,3,18,-33,-0.4,0.0049,2,-10
COc1ccc(CNC(=O)Oc2ccccc2)cc1Cl,-5,8,9,21,-10[20 µM],0.1,-1.3,4,-1
CCOC(=O)CS(=O)(=O)c1nc(-c2ccc(F)cc2)cc(C(F)(F)F)n1,2,0,3,6,-16,0.4,-2.6,-1,2
Cc1cccc(N2CCN(c3ccc(NC(=O)/C=C(/C(=O)O)c4ccccc4)cc3)CC2)c1,9,0,5,10,-17[20 µM],1.4,0.45,0,30

# One compound at a time (already shown).
# Listed for Cc1ccc(NC(=O)CSc2nc3ccccc3c(=O)n2CCCC(=O)NCCCN2CCOCC2)cc1 : p97 ATPase inh: -6; thrombin 1536: 1; FXIa inh 1536: -6; FXIIa inh: 2; Furin inhibitor: -10; PERK inhibitor: -1.4; Cl transport mod: 0.088; Wee1 degr inh: -4; KLK5 inh: -14
# Listed for CC(c1nccs1)N(C)C(=O)CCc1nnc(CCc2ccccc2)o1 (stereo unspecified) : p97 ATPase inh: 3; thrombin 1536: -9; FXIa inh 1536: -7; FXIIa inh: 4; Furin inhibitor: -10; PERK inhibitor: 0.4; Cl transport mod: -2.1; Wee1 degr inh: 7; KLK5 inh: -7

# From PubChem

# The order is random; 4.4% or so of the library scored in one or more.
